Source: PubChem (Broad Institute)
TcdB inh: blocks C. difficile toxin B glycohydrolase activity | P18177 | TcdB glycohydrolase enzymatic assay, plate reader | inhibition, % at 9.99 µM | actives 0.24% (n = 350,000); in the data active = inhibition above about 10%
Target sequence (P18177 whole entry, looked up): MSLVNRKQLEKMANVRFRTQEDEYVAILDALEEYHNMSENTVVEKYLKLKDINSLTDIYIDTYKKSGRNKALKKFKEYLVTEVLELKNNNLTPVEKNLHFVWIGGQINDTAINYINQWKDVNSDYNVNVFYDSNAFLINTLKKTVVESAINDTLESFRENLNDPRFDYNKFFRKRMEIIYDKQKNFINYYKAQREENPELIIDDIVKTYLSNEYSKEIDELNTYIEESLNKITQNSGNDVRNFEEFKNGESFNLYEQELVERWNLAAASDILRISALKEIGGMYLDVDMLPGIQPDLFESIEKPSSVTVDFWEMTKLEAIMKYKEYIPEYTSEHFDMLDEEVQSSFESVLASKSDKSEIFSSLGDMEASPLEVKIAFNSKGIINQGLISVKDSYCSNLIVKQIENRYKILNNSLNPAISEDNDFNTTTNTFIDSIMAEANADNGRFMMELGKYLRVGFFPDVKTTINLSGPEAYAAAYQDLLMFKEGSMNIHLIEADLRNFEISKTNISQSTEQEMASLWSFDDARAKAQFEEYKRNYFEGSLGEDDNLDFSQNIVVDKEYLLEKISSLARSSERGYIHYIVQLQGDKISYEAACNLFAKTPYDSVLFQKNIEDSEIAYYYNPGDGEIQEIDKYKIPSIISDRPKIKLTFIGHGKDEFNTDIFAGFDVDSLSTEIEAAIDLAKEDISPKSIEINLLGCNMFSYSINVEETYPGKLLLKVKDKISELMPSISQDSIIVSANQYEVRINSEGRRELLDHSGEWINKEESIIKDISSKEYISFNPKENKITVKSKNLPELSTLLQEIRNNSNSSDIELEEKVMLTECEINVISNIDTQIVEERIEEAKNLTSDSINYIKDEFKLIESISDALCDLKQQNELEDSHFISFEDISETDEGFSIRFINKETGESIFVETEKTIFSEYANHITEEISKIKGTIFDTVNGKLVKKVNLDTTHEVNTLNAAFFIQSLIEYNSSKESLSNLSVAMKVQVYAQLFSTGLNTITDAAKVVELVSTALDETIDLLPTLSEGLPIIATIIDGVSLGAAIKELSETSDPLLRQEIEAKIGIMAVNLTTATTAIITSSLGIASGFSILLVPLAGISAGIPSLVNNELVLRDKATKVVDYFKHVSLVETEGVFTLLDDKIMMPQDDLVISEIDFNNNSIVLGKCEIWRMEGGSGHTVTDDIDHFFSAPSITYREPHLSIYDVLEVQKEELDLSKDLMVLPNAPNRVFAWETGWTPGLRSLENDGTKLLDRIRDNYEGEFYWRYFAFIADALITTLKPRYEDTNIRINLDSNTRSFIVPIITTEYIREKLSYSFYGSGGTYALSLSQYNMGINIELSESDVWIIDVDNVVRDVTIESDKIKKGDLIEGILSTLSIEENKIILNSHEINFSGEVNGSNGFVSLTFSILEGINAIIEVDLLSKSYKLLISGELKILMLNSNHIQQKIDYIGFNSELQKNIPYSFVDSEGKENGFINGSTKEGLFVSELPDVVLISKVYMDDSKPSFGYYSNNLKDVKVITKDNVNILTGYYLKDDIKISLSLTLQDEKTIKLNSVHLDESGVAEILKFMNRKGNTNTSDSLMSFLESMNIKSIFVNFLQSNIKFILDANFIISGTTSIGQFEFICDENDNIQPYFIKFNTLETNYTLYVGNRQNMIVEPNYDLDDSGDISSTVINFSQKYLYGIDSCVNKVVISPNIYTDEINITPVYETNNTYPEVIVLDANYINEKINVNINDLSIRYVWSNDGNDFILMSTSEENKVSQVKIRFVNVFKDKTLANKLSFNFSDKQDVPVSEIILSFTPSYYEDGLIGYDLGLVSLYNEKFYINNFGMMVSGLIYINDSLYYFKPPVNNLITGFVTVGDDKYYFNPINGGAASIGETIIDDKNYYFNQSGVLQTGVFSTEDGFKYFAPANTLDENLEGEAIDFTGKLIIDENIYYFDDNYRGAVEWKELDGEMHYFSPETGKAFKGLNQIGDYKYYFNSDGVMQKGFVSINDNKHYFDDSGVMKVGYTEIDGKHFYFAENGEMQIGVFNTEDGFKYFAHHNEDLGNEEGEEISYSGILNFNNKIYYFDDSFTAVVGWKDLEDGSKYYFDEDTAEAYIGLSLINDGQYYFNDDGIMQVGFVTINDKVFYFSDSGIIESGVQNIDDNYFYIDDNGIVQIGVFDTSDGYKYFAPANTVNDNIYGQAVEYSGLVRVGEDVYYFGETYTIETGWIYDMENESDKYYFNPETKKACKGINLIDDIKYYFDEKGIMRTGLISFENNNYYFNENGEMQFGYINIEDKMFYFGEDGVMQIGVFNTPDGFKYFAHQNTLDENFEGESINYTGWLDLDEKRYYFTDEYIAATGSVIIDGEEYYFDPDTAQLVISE
* = called active by the depositor; & = joins results of further samples. Only part of the results is shown, so the mix of outcomes need not match the whole.

CCCNC(=O)N(C)C[C@H]1Oc2cc(C#CC3CC3)ccc2S(=O)(=O)N([C@@H](C)CO)C[C@H]1C
  TcdB inh: 0.8
COc1ccc(NC(=O)N(C)C[C@@H]2Oc3ccc(NC(=O)CCC(F)(F)F)cc3C(=O)N([C@@H](C)CO)C[C@@H]2C)cc1
  TcdB inh: 1.7
CCCN1C[C@@H](C)[C@@H](OC)CN(C)C(=O)c2cc(NC(=O)c3ccc(F)cc3)ccc2OC[C@H]1C
  TcdB inh: -0.1
CCCNC(=O)N1C[C@H](C)[C@@H](OC)CN(C)C(=O)c2ccc(NS(C)(=O)=O)cc2OC[C@@H]1C
  TcdB inh: -0.3
C[C@@H]1CN([C@H](C)CO)C(=O)c2cccc(NC(=O)c3ccc(-c4nccs4)cc3)c2O[C@H]1CN(C)Cc1ccc(Cl)c(Cl)c1
  TcdB inh: -0.3
C[C@H]1CN([C@@H](C)CO)S(=O)(=O)c2ccc(C3=CCCC3)cc2O[C@H]1CN(C)C(=O)c1ccc(F)cc1
  TcdB inh: 0.3
CCC(=O)N(C)C[C@@H]1Oc2cc(C#CC3(O)CCCC3)ccc2S(=O)(=O)N([C@@H](C)CO)C[C@H]1C
  TcdB inh: -0.8
CCC(=O)N1CC2(C1)CN(Cc1ccccc1Cl)[C@H](CO)c1c2c2ccc(OC)cc2n1C
  TcdB inh: 0.4
Cc1ccc(S(=O)(=O)Nc2ccc3c(c2)C(=O)N([C@H](C)CO)C[C@@H](C)[C@@H](CN(C)C(=O)Nc2ccccc2)O3)cc1
  TcdB inh: -0.1
CCCNC(=O)N1C[C@@H](O)COC[C@@H]2O[C@H](CC(=O)N3CCN(C)CC3)CC[C@H]21
  TcdB inh: -0.9

CN(C)c1ccc2c(c1)[C@@H]1C[C@@H](CC(=O)NCCc3ccccc3)O[C@H](CO)[C@@H]1O2
  TcdB inh: -61
C[C@@H]1CCCCO[C@H](CN(C)S(C)(=O)=O)[C@@H](C)CN([C@H](C)CO)C(=O)c2cc(NC(=O)Nc3ccc(C(F)(F)F)cc3)ccc2O1
  TcdB inh: -0.7
CCC(=O)N1[C@@H]2c3ccc(-c4ccncc4)c(=O)n3C[C@@H]2[C@@H](CO)[C@@H]1C(=O)Nc1ccccc1
  TcdB inh: -1.6
C[C@@H]1CN([C@@H](C)CO)C(=O)c2cc(NC(=O)c3ccncc3)ccc2O[C@@H](C)CCCCO[C@H]1CN(C)S(=O)(=O)c1ccccc1
  TcdB inh: 1.3
CO[C@@H]1CN(C)C(=O)c2cc(NC(=O)C3CCC3)ccc2OC[C@H](C)N(Cc2ccncc2)C[C@@H]1C
  TcdB inh: -0.4
C[C@@H]1CN([C@H](C)CO)S(=O)(=O)c2ccc(-c3ccccc3)cc2O[C@H]1CN(C)Cc1cncnc1
  TcdB inh: 0.9
Cc1noc(C)c1NC(=O)Nc1ccc2c(c1)C(=O)N([C@@H](C)CO)C[C@@H](C)[C@H](CN(C)S(=O)(=O)c1c(C)noc1C)OCCCC[C@H](C)O2
  TcdB inh: -2.0
O=C(c1cccnc1)N1CC[C@@H]2[C@@H](CO)Nc3ccc(C#Cc4cccnc4)cc3[C@@H]21
  TcdB inh: 1.1
C[C@@H]1CN([C@@H](C)CO)C(=O)Cc2cc(NC(=O)CCC(F)(F)F)ccc2O[C@@H]1CN(C)S(=O)(=O)c1cccs1
  TcdB inh: 3.8
O=C(C[C@H]1C[C@H]2c3cc(NC(=O)C4CCOCC4)ccc3O[C@H]2[C@@H](CO)O1)NCCN1CCCCC1
  TcdB inh: -1.2

O=S(=O)(c1cccc(F)c1)N1[C@@H]2CNC[C@H]1C2c1ccc(-c2ccc(F)cc2)cc1 (some centres undefined)
  TcdB inh: -0.2&-5.2
CCN1[C@@H]2Cn3c(ccc(-c4ccc(OC)cc4)c3=O)[C@H]1[C@@H](C(=O)NCC1CC1)[C@@H]2CO
  TcdB inh: -6.7
C[C@H](NC(=O)C[C@H]1C[C@@H]2c3cc(NS(=O)(=O)c4ccc(F)cc4)ccc3O[C@@H]2[C@H](CO)O1)c1ccccc1
  TcdB inh: 0.0
COCC(=O)Nc1ccc2c(c1)[C@H]1C[C@H](CC(=O)N3CCOCC3)O[C@@H](CO)[C@H]1O2
  TcdB inh: -0.1
Cc1ccc(-c2cnc3c(c2)C(=O)N([C@@H](C)CO)C[C@H](C)[C@H](CN(C)C(=O)c2ccc(F)cc2)O3)cc1
  TcdB inh: -0.6
COc1ccc(S(=O)(=O)N(C)C[C@@H]2OCCCC[C@@H](C)Oc3ccc(NS(=O)(=O)c4cccs4)cc3C(=O)N([C@@H](C)CO)C[C@@H]2C)cc1
  TcdB inh: -0.5
CC(C)NC(=O)N(C)C[C@@H]1OCCCC[C@H](C)Oc2ccc(NC(=O)Nc3ccc(C(F)(F)F)cc3)cc2C(=O)N([C@@H](C)CO)C[C@@H]1C
  TcdB inh: 0.2
COc1cccc(NC(=O)N2CC[C@@H]3[C@@H](CO)N(C)c4ccc(-c5ccccc5)cc4[C@@H]32)c1
  TcdB inh: -5.9
O=C([C@H]1[C@H](CO)[C@H]2Cn3c(ccc(C4=CCCCC4)c3=O)[C@H]2N1Cc1nccs1)N1CCOCC1
  TcdB inh: -0.3
CCCN1C[C@H](C)[C@@H](OC)CN(C)C(=O)c2ccc(NS(=O)(=O)c3ccccc3)cc2OC[C@H]1C
  TcdB inh: 0.9

CCCNC(=O)Nc1ccc2c(c1)OC[C@H](C)N(Cc1ccccc1)C[C@@H](C)[C@H](OC)CN(C)C2=O
  TcdB inh: 0.3
CN1c2ccc(-c3ccccc3)cc2[C@@H]2[C@@H](CCN2C(=O)Nc2ccccc2F)[C@@H]1CO
  TcdB inh: 0.9
C[C@@H]1CN([C@H](C)CO)C(=O)Cc2cc(N(C)C)ccc2O[C@H]1CN(C)C(=O)Nc1ccc(F)cc1
  TcdB inh: -9.7
C[C@@H]1CN([C@H](C)CO)C(=O)Cc2cc(NC(=O)CCN3CCOCC3)ccc2O[C@H]1CN(C)S(=O)(=O)c1cccs1
  TcdB inh: -2.9
C[C@@H]1CN([C@@H](C)CO)C(=O)c2cc(NC(=O)Cc3ccccc3)ccc2O[C@@H]1CN(C)CC1CC1
  TcdB inh: 0.1
C[C@@H]1CN([C@H](C)CO)C(=O)Cc2cc(NC(=O)CCN3CCOCC3)ccc2O[C@@H]1CN(C)S(=O)(=O)c1cccs1
  TcdB inh: -4.6
C[C@H]1CN([C@@H](C)CO)S(=O)(=O)c2ccc(C#CC3CCCCC3)cc2O[C@@H]1CN(C)C(=O)Cc1ccncc1
  TcdB inh: -1.2
C[C@@H]1CCCCO[C@H](CN(C)C(=O)Nc2ccc(C(F)(F)F)cc2)[C@H](C)CN([C@H](C)CO)C(=O)c2cc(NS(=O)(=O)c3ccccc3)ccc2O1
  TcdB inh: -0.6
CCC(=O)N1CCC2(CC1)CN(S(=O)(=O)c1ccccc1)[C@@H](CO)c1[nH]c3cc(OC)ccc3c12
  TcdB inh: -0.1
C[C@@H]1CN([C@H](C)CO)S(=O)(=O)c2ccc(C#CC3CC3)cc2O[C@H]1CN(C)C(=O)c1cnccn1
  TcdB inh: 0.9

COc1cccc(S(=O)(=O)N[C@H]2CC[C@H](CCn3cc(-c4ccccn4)nn3)O[C@@H]2CO)c1
  TcdB inh: 0.6
CO[C@H]1CN(C)C(=O)c2cc(NC(C)=O)ccc2OC[C@@H](C)N(C(=O)CN2CCOCC2)C[C@@H]1C
  TcdB inh: -3.6
COCCNC(=O)C[C@@H]1CC[C@H]2[C@H](COc3ccc(NC(=O)c4cc(C)on4)cc3C(=O)N2C)O1
  TcdB inh: 0.7
COc1ccc(C#Cc2ccc3c(c2)[C@H]2[C@H](CCN2C(=O)C2CC2)[C@@H](CO)N3)cc1
  TcdB inh: -0.2
C[C@@H]1CN([C@@H](C)CO)C(=O)c2cc(NC(=O)Nc3ccc(F)cc3)ccc2O[C@@H](C)CCCCO[C@@H]1CN(C)C(=O)Cc1ccccc1
  TcdB inh: -2.0
COc1ccc2c3c(n(C)c2c1)[C@@H](CO)N(C(=O)CN1CCOCC1)CC31CN(C(=O)CC2CC2)C1
  TcdB inh: -0.6
CO[C@@H]1CN(C)C(=O)c2ccc(NC(C)=O)cc2OC[C@H](C)N(Cc2nccs2)C[C@@H]1C
  TcdB inh: -0.7
CN(C)C(=O)c1ccc(-c2ccc([C@H]3[C@@H](CO)N4CCCCN(C(=O)C5CCC5)C[C@H]34)cc2)cc1
  TcdB inh: -0.1
C[C@H](CO)N1C[C@H](C)[C@H](CN(C)C(=O)Nc2ccccc2)Oc2ncc(C3=CCCCC3)cc2C1=O
  TcdB inh: 0.9
CCC(=O)Nc1ccc2c(c1)OC[C@H](C)N(Cc1ccccc1C(=O)O)C[C@H](C)[C@@H](OC)CN(C)C2=O
  TcdB inh: -2.6

C[C@H]1CN([C@@H](C)CO)C(=O)Cc2cc(NS(C)(=O)=O)ccc2O[C@H]1CN(C)C(=O)Nc1ccc(C(F)(F)F)cc1
  TcdB inh: 1.4
C[C@H]1CN([C@@H](C)CO)C(=O)c2cc(NS(=O)(=O)c3ccc(Cl)cc3)ccc2O[C@H]1CN(C)S(=O)(=O)c1ccc(Cl)cc1
  TcdB inh: -0.8
COc1ccc2c3c(n(C)c2c1)[C@@H](CO)N(S(C)(=O)=O)CC31CN(C(=O)c2ccccn2)C1
  TcdB inh: 0.5
C[C@H]1CN([C@@H](C)CO)C(=O)c2cc(/C=C/c3ccccc3)cnc2O[C@@H]1CN(C)C(=O)NC1CCCCC1
  TcdB inh: -0.3
C[C@@H]1CN([C@H](C)CO)S(=O)(=O)c2ccc(-c3ccncc3)cc2O[C@H]1CN(C)Cc1cncnc1
  TcdB inh: -0.5
C[C@H]1CN([C@@H](C)CO)C(=O)c2cccc(NC(=O)c3ccc(-c4nccs4)cc3)c2O[C@H]1CN(C)Cc1ccc(C(=O)O)cc1
  TcdB inh: -0.8
COCCNC(=O)C[C@H]1CC[C@@H]2[C@@H](COc3ccc(NC(=O)c4cnccn4)cc3C(=O)N2C)O1
  TcdB inh: -0.1
CC=Cc1ccc2n(c1=O)C[C@@H]1[C@@H](CO)[C@H](C(=O)NC3CCCC3)N(C(=O)C3CCC3)[C@H]21 (mixture of isomers)
  TcdB inh: -0.2
C[C@H]1CN([C@@H](C)CO)C(=O)CCCn2cc(nn2)CO[C@H]1CN(C)Cc1ccccc1
  TcdB inh: -1.2
N#C[C@H]1[C@H](c2ccc(C#Cc3ccccc3F)cc2)[C@@H](CO)N1C(=O)C1CCC1
  TcdB inh: 0.1

CN(C)C(=O)[C@@H]1[C@@H](CO)[C@@H]2Cn3c(cccc3=O)[C@H]1N2C(=O)c1ccccc1
  TcdB inh: 0.0
C[C@H]1CN([C@@H](C)CO)C(=O)c2cc(C#CC3(O)CCCC3)cnc2O[C@H]1CN(C)C
  TcdB inh: 0.4
COc1ccccc1NC(=O)N[C@@H]1CC[C@@H](CCNS(=O)(=O)c2ccc(Cl)cc2)O[C@H]1CO
  TcdB inh: -0.3
C[C@@H]1CN([C@@H](C)CO)C(=O)c2cc(NC(=O)Nc3ccc(C(F)(F)F)cc3)ccc2O[C@@H](C)CCCCO[C@H]1CN(C)C(=O)Cc1ccccc1
  TcdB inh: -0.1
COc1cccc(S(=O)(=O)N2CCCCN3[C@H](CO)[C@H](c4ccc(C#CC5CC5)cc4)[C@H]3C2)c1
  TcdB inh: -0.7
Cc1ccccc1-c1ccc([C@H]2[C@@H](CO)N3CCCCN(S(=O)(=O)c4cn(C)cn4)C[C@@H]23)cc1
  TcdB inh: 0.4
C[C@H](CO)N1C[C@H](C)[C@@H](CN(C)C(=O)Nc2ccc3c(c2)OCO3)Oc2ncc(-c3cncnc3)cc2C1=O
  TcdB inh: 0.0
C[C@@H]1CN([C@H](C)CO)C(=O)Cc2cc(NC(=O)c3ccncc3)ccc2O[C@@H]1CN(C)S(=O)(=O)c1ccccc1
  TcdB inh: 4.1
C/C=C/c1ccc2c(c1)O[C@@H](CN(C)C(=O)NCCC)[C@H](C)CN([C@@H](C)CO)S2(=O)=O
  TcdB inh: 0.8
O=C(C[C@@H]1CC[C@H]2[C@@H](COC[C@H](O)CN2C(=O)C2CC2)O1)NCc1ccccc1Cl
  TcdB inh: 0.7

Cc1noc(C)c1NC(=O)N(C)C[C@@H]1OCCCC[C@H](C)Oc2ccc(NC(=O)NC3CCCCC3)cc2C(=O)N([C@@H](C)CO)C[C@@H]1C
  TcdB inh: 0.0
CC(C)(C)OC(=O)CC[C@@]12N=C(c3ccc(OCCCO)cc3)O[C@@H]1c1ccccc1CN(Cc1ccccc1)C2=O
  TcdB inh: -0.9
CO[C@H]1CN(C)C(=O)c2cc(NS(=O)(=O)c3cn(C)cn3)ccc2OC[C@@H](C)N(Cc2cccc(F)c2)C[C@H]1C
  TcdB inh: -0.8
O=C(C[C@@H]1C[C@@H]2c3cc(NC(=O)c4ccc5c(c4)OCO5)ccc3O[C@@H]2[C@@H](CO)O1)NCc1ccc(Oc2ccccc2)cc1
  TcdB inh: 0.1
C[C@H](CO)N1C[C@H](C)[C@@H](CN(C)Cc2ccccc2)Oc2c(NC(=O)Nc3ccc4c(c3)OCO4)cccc2C1=O
  TcdB inh: -1.1
C[C@H](CO)N1C[C@H](C)[C@@H](CN(C)C(=O)c2ccncc2)Oc2cc(/C=C/c3ccccc3)ccc2S1(=O)=O
  TcdB inh: 4.6
O=C(C[C@@H]1C=C[C@H](NC(=O)CCN2CCCCC2)[C@@H](CO)O1)Nc1ccccc1
  TcdB inh: -0.5
CO[C@@H](CN(C)C(=O)c1ccc2c(c1)OCO2)[C@@H](C)CN([C@H](C)CO)S(=O)(=O)c1ccc(C)cc1
  TcdB inh: -1.4
C[C@@H]1CN([C@H](C)CO)C(=O)Cc2cc(NS(=O)(=O)c3ccc(Cl)cc3)ccc2O[C@H]1CN(C)Cc1ccccc1
  TcdB inh: -0.3
